Compound activity deposited in PubChem by several laboratories.
MrgX1 ag – activates human MrgX1 receptor signaling; MrgX1-HEK293 cells, Fluo-4 calcium fluorescence, agonist mode; stronger effect = higher value; AID 588627; Q96LB2; B-score at 10 µM; 0.44% of 310,000 active;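 active = calcium response B-score plate-corrected fluorescence ratio at least 3 library SD, with starting fluorescence B-score inside 5 SD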
Target sequence (Q96LB2 whole entry, looked up): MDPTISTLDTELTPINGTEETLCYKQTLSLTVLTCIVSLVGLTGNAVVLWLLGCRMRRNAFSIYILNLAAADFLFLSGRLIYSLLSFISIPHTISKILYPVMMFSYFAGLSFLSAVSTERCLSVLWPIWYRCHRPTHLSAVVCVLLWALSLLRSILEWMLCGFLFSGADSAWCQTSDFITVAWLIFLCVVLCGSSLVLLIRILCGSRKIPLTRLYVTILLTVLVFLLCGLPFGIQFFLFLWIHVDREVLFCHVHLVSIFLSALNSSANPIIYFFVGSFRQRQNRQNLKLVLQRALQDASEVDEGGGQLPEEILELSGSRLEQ
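Test system: Stable human MrgX1 HEK293 cell line | Schedule: Overnight plating before 1 h dye loading | Read-out basis: Baseline-normalised fluorescence change ratio, B-scored | Detection: Kinetic calcium dye fluorescence, Fluo-4 NW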
TRPC6 inh – blocks the mouse TRPC6 cation channel. Q61143. HEK293-TRPC6, membrane potential dye, ACh-evoked depolarization; stronger effect = lower value. B-score at 10 µM. 1.1% of 310,000 active. AID 2553;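 active = B-score under library mean minus 3 SD, initial fluorescence not abnormally high, positive integrated signal ratio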;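 note: B-score derived from integrated fluorescence ratio over the kinetic read; more negative B-score means stronger inhibition of depolarization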
HIF act – HIF pathway transcriptional activation | U2OS HRE-luciferase reporter, luminescence; normalized: DMSO 0%, desferrioxamine 100% | activation, % at 7.5 µM (by protocol) | 0.32% of 300,000 active | AID 1910;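 active = mean activation of at least 10% of the iron chelator positive control signal, with at least half of replicates also reaching 10%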
MrgX1 antag – human MrgX1 receptor antagonism, primary screen; Q96LB2; MRGX1-HEK293 calcium flux, Fluo-4, BAM8-22 antagonism; stronger effect = lower value; B-score at 10 µM; 1.3% of 310,000 active;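 active = calcium-response B-score plate-corrected more than 3 library SD below zero, starting fluorescence within 5 deviations, no agonist response on first addition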;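 note: peak minus trough fluorescence over baseline after final BAM8-22 challenge near maximal dose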
TRPC4 act – opens the mouse TRPC4 cation channel; Q9QUQ5; HEK293 TRPC4beta/mu-opioid, Fluo4 calcium fluorescence; stronger effect = higher value; B-score at 10 µM; 0.49% of 310,000 active;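 active = B-score above 5 SD of library B-scores, and initial fluorescence ratio not above library mean plus 5 SD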;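 note: positive B-score marks a calcium rise read as TRPC4 activation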
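Test system: HEK293 cells stably co-expressing mouse TRPC4beta and mu-opioid receptor | Schedule: Fluo4 dye loading 45 min at room temperature, 110 s recording | Measured by: Kinetic Fluo4 calcium fluorescence, 5 s baseline at 1 Hz | Evaluation: B score of integrated ratio | Controls: Buffer (low) and maximal DAMGO (high)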
AI-2 QS mod – modulates the Vibrio harveyi AI-2 quorum sensing system; Vibrio harveyi JMH597 AI-2 luminescence/OD600 ratio, 9 h; stronger effect = lower value; strain lacks LuxN and CqsS sensors; 0 = neutral-control median; activity change, % at 7.5 µM; 0.4% of 300,000 active; in the data active = activity change below about -75%, passing the limit was not always enough;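 note: luminescence divided by OD600 gain over 9 h not by final OD600 alone; inactives centre near 13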
TRPC4 potent – allosterically enhances the mouse TRPC4 cation channel; HEK293 TRPC4beta/mu-opioid, DAMGO EC20, Fluo-4 Ca2+ flux; stronger effect = higher value; B-score at 10 µM; 0.42% of 310,000 active; AID 2227;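 active = B-score of calcium response area above 5 SD of library B-scores, with initial fluorescence ratio within 5 SD of library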;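 note: B-score of integrated fluorescence ratio over time as area under calcium response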
TRPC4 inh – TRPC4 (mouse) channel inhibition | B-score at 10 µM | AID 2247 | HEK293 TRPC4beta/mu-opioid, DAMGO-evoked Fluo4 calcium flux; stronger effect = lower value | 0.39% of 300,000 active;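 active = B-score over 3 SD under the library average, no early fluorescence shift, positive overall ratio signal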
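Assay system: HEK293 cells with stable TRPC4beta plus mu-opioid receptor expression; Probe or stimulus: DAMGO in two steps, submaximal then maximal; Dosing: single-point compound dosing; Measured by: Fluo4 calcium-dye fluorescence, kinetic read; Read-out basis: B score from integrated Fluo4 fluorescence ratio.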
MrgX1 PAM – human MrgX1 positive allosteric modulation, primary screen. Q96LB2. MrgX1-HEK293, Fluo-4 calcium flux, FDSS; stronger effect = higher value. B-score at 10 µM. 0.63% of 310,000 active. AID 588675;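 active = plate-corrected calcium response at least 3 library SD above typical, normal starting fluorescence, not activating the receptor alone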;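 note: compound read alongside a low EC10 to EC30 dose of BAM8-22 agonist; peak minus trough fluorescence over baseline measured at the second addition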
TRPC6 activator – activators of mouse TRPC6 channel. B-score at 10 µM. 0.13% of 310,000 active. Q61143. HEK293-TRPC6 membrane potential dye fluorescence; stronger effect = higher value;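 active = B-score of the integrated fluorescence ratio above library mean plus 3 SD, and starting fluorescence ratio within library mean plus 5 SD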;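 note: higher score means more depolarization so channel activation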
PolyA inh – inhibitors of polyadenylation in S. cerevisiae. S. cerevisiae SKY197-pL101 polyadenylation reporter, beta-gal luminescence; efflux-impaired pdr1/pdr3 knockout yeast; score 100 = 6 SD above DMSO. calls only at 12 µM. 0.02% of 300,000 active. AID 1875;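 active = lowest replicate activity score at least 50, where 100 means six control SD above control mean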;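 note: yeast exposed to compound for 9 h at 30 °C; higher score means more reporter readthrough which indicates perturbed polyadenylation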
* hit, by the source's call; i = inactive; nt = not tested or not shown. An excerpt; the hit share may differ from the screen's.

SMILES | MrgX1 ag | TRPC6 inh | HIF act | MrgX1 antag | TRPC4 act | AI-2 QS mod | TRPC4 potent | TRPC4 inh | MrgX1 PAM | TRPC6 activator | PolyA inh
O=C(NC(=S)Nc1ccc(CN2CCOCC2)cc1)c1cc2ccccc2o1 | i | i | 0.0 | i | i | 27 | i | i | i | i | i
COCCN1C(=O)c2ccc(C(=O)Nc3nccs3)cc2C1=O | i | i | 0.0 | i | i | -4 | i | i | i | i | i
O=C(Nc1cnc2ccccc2c1)C1COc2ccccc2O1 (stereo not given) | i | i | 2.6 | i | i | -20 | i | i | i | i | i
COc1ccc([C@H]2[C@@H]3C=CCC[C@@]3(C)C(=O)N2Cc2ccccc2)cc1Cl | i | i | -0.6 | i | i | 15 | i | i | i | i | i
CC(C)c1ccc2[nH]c(O)c(N=NC(=O)c3ccc(CSc4nncn4C)cc3)c2c1 | i | i | 1.2 | i | i | 38 | i | i | i | i | i
O=C(c1cc(-c2ccccc2)on1)N1CCCc2ccccc21 | i | i | 1.0 | i | i | -13 | i | i | i | i | i
CC(C)C(OC(=O)c1cccs1)C(=O)NC1CCCCC1 (stereo not given) | i | i | 0.3 | i | i | -12 | i | i | i | i | i
CC(C)N1CCN(Cc2cc(F)ccc2-n2cccn2)CC1CCO (stereo not given) | i | i | -0.2 | i | i | 1 | i | i | i | i | i
COc1cc(Cl)c(NS(=O)(=O)c2c(C(=O)N3CCCC3)c(C)n(C)c2C)c(OC)c1 | i | i | 2.7 | i | i | 3 | i | i | i | i | i
CCOC(=O)CSc1nc2ccc(Nc3nc(N4CCOCC4)nc(N4CCOCC4)n3)cc2s1 | i | i | 0.3 | i | i | 33 | i | i | i | i | i
CCCc1cc(=O)[nH]c(SCC(=O)NN(c2ccccc2)c2ccccc2)n1 | i | i | -0.1 | i | i | 6 | i | i | i | i | i
COc1ccccc1-c1cc(C(=O)N2CCN(c3ccc(F)cc3)CC2)no1 | i | i | -0.7 | i | i | 18 | i | i | i | i | i
Cc1sc2ncnc(Sc3nc4ccccc4s3)c2c1C | i | i | -0.8 | i | i | 5 | i | i | i | i | i
O=C(CCCN1C(=O)/C(=C/c2ccccc2Cl)SC1=S)NNC(=O)c1cccnc1 | i | i | -2.9 | i | i | 23 | i | i | i | i | i
COc1ccc(CNC(=O)c2ccc(-c3ccccc3)cc2)cc1OC | i | i | 0.3 | i | i | 11 | i | i | i | i | i
Cc1ccc(S(=O)(=O)N2CCCC(C(=O)NC3CCCC3)C2)cc1Cl (stereo not given) | i | i | -0.3 | i | i | 10 | i | i | i | i | i
CCOC(=O)C1CC=C(Cl)CC1C(=O)Nc1nccs1 (stereo not given) | i | i | 0.8 | i | i | -3 | i | i | i | i | i
CCC(Oc1ccccc1)C(=O)N1CCC(C(N)=O)CC1 (stereo not given) | i | i | 0.2 | i | i | 24 | i | i | i | i | i
O=C(Nc1cn(-c2ccccc2)nc1-c1ccccc1)c1ccccc1 | i | i | 0.4 | i | i | 25 | i | i | i | i | i
Cc1c(Cl)cnc(NC(=O)COC(=O)CCC(=O)c2cccs2)c1Cl | nt | i | -0.2 | nt | i | 20 | i | i | nt | i | i
CC1CC(C)CN(S(=O)(=O)c2cccc(C(=O)N3C(=O)c4cccc(N)c4C3=O)c2)C1 (stereo not given) | i | i | -0.1 | i | i | 43 | i | i | i | i | i
Cc1ccc(-n2cc(C(=O)O)c(=O)cc2C)c(C)c1 | i | i | -0.1 | i | i | 11 | i | i | i | i | i
CCOc1ccccc1N(C(=O)c1snc(C(N)=O)c1N)C(C(=O)NC1CCCC1)c1ccco1 (stereo not given) | i | i | -0.4 | i | i | 30 | i | i | i | i | i
Cc1cc(C)cc(OCC(=O)Nc2cc(C)on2)c1 | i | i | -0.6 | i | i | 18 | i | i | i | i | i

Structures above that have fluorine:
SMILES | MrgX1 ag | TRPC6 inh | HIF act | MrgX1 antag | TRPC4 act | AI-2 QS mod | TRPC4 potent | TRPC4 inh | MrgX1 PAM | TRPC6 activator | PolyA inh
CC(C)N1CCN(Cc2cc(F)ccc2-n2cccn2)CC1CCO (stereo not given) | i | i | -0.2 | i | i | 1 | i | i | i | i | i
COc1ccccc1-c1cc(C(=O)N2CCN(c3ccc(F)cc3)CC2)no1 | i | i | -0.7 | i | i | 18 | i | i | i | i | i

The list continues:
SMILES | MrgX1 ag | TRPC6 inh | HIF act | MrgX1 antag | TRPC4 act | AI-2 QS mod | TRPC4 potent | TRPC4 inh | MrgX1 PAM | TRPC6 activator | PolyA inh
Cn1c(Cn2c(=O)sc3ccccc32)nnc1SCc1ccccc1 | i | i | 0.1 | i | i | 23 | i | i | i | i | i
Cc1ccc(-c2cc(C(F)F)n3ncc(C(=O)N4CCCCC4c4cccnc4)c3n2)cc1 (stereo not given) | i | i | -0.5 | i | i | 9 | i | i | i | i | i
COc1ccccc1NC(=O)N1CCN(c2cc(-c3ccccc3)nc3ncnn23)CC1 | i | i | nt | i | i | 17 | i | i | i | i | i
O=C(CC1Nc2ccccc2NC1=O)NCC1COc2ccccc2O1 (stereo not given) | i | i | 0.1 | i | i | 14 | i | i | i | i | i
O=C1OC(c2ccc(Br)cc2)=N/C1=C\N1CCCCC1 | i | i | 4.6 | -5.6* | i | 22 | i | i | i | i | i
Cc1ccc(C(=O)Nc2ccc(S(=O)(=O)Nc3ncccn3)cc2)cc1[N+](=O)[O-] | i | i | 1.5 | i | i | -1 | i | i | i | i | i
O=C(CCc1ccccc1)NCc1ccc(F)cc1 | i | i | -1.2 | i | i | -67 | i | i | i | i | i
O=C(NNC(=O)c1cccs1)c1ccc(S(=O)(=O)N2CCCCC2)cc1 | i | i | 0.1 | i | i | 12 | i | i | i | i | i
CCN(CC)C(=S)Nc1cc(C(=O)OC)ccc1C(=O)OC | i | i | 0.0 | i | i | 6 | i | i | i | i | i
Cc1cccc(C)c1NC(=S)Nc1ccc(F)cc1 | i | i | 0.3 | i | i | 12 | i | i | i | i | i
O=C(COc1ccccc1Cl)Nc1ccc(S(=O)(=O)Nc2ccccn2)cc1 | i | i | 0.2 | i | i | -52 | i | i | i | i | i
O=C(NCCc1ccccc1)C(=O)NCC1OCCN1S(=O)(=O)c1ccccc1 (stereo not given) | i | i | -0.3 | i | i | 21 | i | i | i | i | i
CCOC(=O)C1=C(C)N=c2s/c(=C\c3ccc(OC(C)=O)cc3)c(=O)n2C1/C=C/c1ccccc1 (stereo not given) | i | i | 0.5 | i | i | 8 | i | i | i | i | i
CCC1CCCCN1C(=O)CCCc1ccccc1 (stereo not given) | i | i | 4.2 | i | i | -5 | i | i | i | i | i
Fc1ccc(CSc2nnc(Cc3sc(-c4ccccc4)nc3-c3ccccc3)o2)cc1 | i | i | 0.3 | i | i | 19 | i | i | i | i | i
O=C(O)CSCC(=O)Nc1ccc(C(=O)O)cc1 | i | i | 0.6 | i | i | 15 | i | i | i | i | i
COC(=O)Nc1ccc2c(c1)ncn2C1CCCCC1 | i | i | 0.6 | i | i | 7 | i | i | i | i | i
CC(C)C(=O)N1CCC2(CC1)Oc1ccc(Cl)cc1C(=O)C21CC(c2ccccc2)=NO1 (stereo not given) | i | i | -0.6 | i | i | 7 | i | i | i | i | i
CN1CCN(C(=O)c2cc3nc(-c4ccc(Cl)cc4)cc(C(F)(F)F)n3n2)CC1 | i | i | 1.0 | i | i | 9 | i | i | i | i | i
Cc1ccc(OCCSCc2nc3ccccc3[nH]2)cc1 | i | i | 0.3 | i | i | 49 | i | nt | i | i | i
CCOCCCn1c(=S)[nH]c2cc(C(=O)NCCc3ccc(OC)c(OC)c3)ccc2c1=O | i | i | 0.8 | i | i | 24 | i | i | i | i | i
CCCCCCCCCCOC(=O)C[N+](C)(C)CC1CCCCC1O (stereo not given) | i | -9* | -0.2 | i | i | 13 | i | i | i | i | i
CCc1ccc2oc(C(=O)N3CCN(c4ccccc4OC)CC3)cc(=O)c2c1 | i | i | -33 | i | i | -3 | i | i | i | i | i
O=C(NO)c1cc(OCC(F)(F)F)ccc1OCC(F)(F)F | i | i | -0.9 | i | i | -6 | i | i | i | i | i
O=C(O)CCc1cccnc1 | i | i | -0.7 | i | i | 7 | i | i | i | i | i
O=C1CCC(=O)N1CCOP1(=O)COc2ccccc2OC1 | i | i | -0.5 | i | i | 15 | i | i | i | i | i
CC(=O)NNC(=O)c1[nH]c2ccc(Br)cc2c1-c1ccccc1 | i | i | -0.2 | i | i | 37 | i | i | i | i | i
Cc1ccccc1C(=O)c1c[nH]c(C(=O)N=CN(C)C)c1 | i | i | 0.2 | i | i | 10 | i | i | i | i | i
O=Cc1c(-[n+]2ccccc2)nc([O-])n1-c1ccccc1 | i | i | -0.7 | i | i | 11 | i | i | i | i | i
CCN(CC)C1CCN(C(=O)c2ccc(OC3CCN(CCc4ccccc4)CC3)cc2)C1 (stereo not given) | i | i | 0.0 | i | i | 17 | i | i | i | i | i
COc1ccc(CCCNC(=O)C2CCC(=O)N(CCCN3CCCC3=O)C2)cc1 (stereo not given) | i | i | 0.3 | i | i | 8 | i | i | i | i | i
Cc1cc(NC(=O)c2ccc(COc3ccc(Cl)c(C)c3)o2)no1 | i | i | 0.2 | i | i | 18 | i | i | i | i | i
O=C(O)CCC(=O)N1CCc2cc(S(=O)(=O)N(CCc3ccccc3)Cc3ccccc3)ccc21 | i | i | -0.1 | i | i | 13 | i | i | i | i | i
CCC(CO)NCc1cc(OC)c(OCC(=O)NCCc2ccccc2)cc1Br (stereo not given) | i | i | nt | i | i | 33 | i | i | i | i | i
O=C(N/N=C/c1ccoc1)c1ccccc1Br | i | i | 0.0 | i | i | 4 | i | i | i | i | i
Cc1ccnc(N2C(=O)CSC2c2ccc(Cl)cc2)c1 (stereo not given) | i | i | 0.0 | i | i | 12 | i | i | i | i | i
O=C1C2ON(c3ccccc3)C(c3cccnc3)C2C(=O)N1c1ccc(Cl)c(Cl)c1 (stereo not given) | i | i | 0.0 | i | i | 24 | i | i | i | i | i
CC(=O)Oc1ccc(/C=C2\C=C(c3ccc(C)cc3)OC2=O)cc1 | i | i | -0.8 | i | i | 20 | i | i | i | i | i
